# OTUD3 block: blocks human OTUD3 ubiquitin-rhodamine cleavage; purified OTUD3, Ub-rhodamine fluorescence, 2 h; inhibition, % at 25 µM; 47,000 tested, 0.7% active
# USP17 inh: blocks human USP17 ubiquitin-rhodamine cleavage; A8MUK1; 47,000 tested, 6.5% active; inhibition, % at 50 µM; purified USP17, Ub-rhodamine cleavage fluorescence, 3 h
# UCHL1 inh: blocks human UCHL1 ubiquitin-rhodamine cleavage. purified UCHL1, Ub-rhodamine cleavage fluorescence. AID 1645859. inhibition, % at 20 µM. P09936. 47,000 tested, 0.2% active
# USP7 block: blocks human USP7 ubiquitin-rhodamine cleavage. Q93009. purified USP7, Ub-rhodamine cleavage fluorescence. inhibition, % at 20 µM. 47,000 tested, 0.3% active. AID 1645854
# USP10 block: human USP10 deubiquitinase inhibition; Q14694; 47,000 tested, 1.1% active; inhibition, % at 20 µM; purified USP10, Ub-rhodamine fluorescence, 60 min
# Target sequence (Q14694 whole entry, looked up): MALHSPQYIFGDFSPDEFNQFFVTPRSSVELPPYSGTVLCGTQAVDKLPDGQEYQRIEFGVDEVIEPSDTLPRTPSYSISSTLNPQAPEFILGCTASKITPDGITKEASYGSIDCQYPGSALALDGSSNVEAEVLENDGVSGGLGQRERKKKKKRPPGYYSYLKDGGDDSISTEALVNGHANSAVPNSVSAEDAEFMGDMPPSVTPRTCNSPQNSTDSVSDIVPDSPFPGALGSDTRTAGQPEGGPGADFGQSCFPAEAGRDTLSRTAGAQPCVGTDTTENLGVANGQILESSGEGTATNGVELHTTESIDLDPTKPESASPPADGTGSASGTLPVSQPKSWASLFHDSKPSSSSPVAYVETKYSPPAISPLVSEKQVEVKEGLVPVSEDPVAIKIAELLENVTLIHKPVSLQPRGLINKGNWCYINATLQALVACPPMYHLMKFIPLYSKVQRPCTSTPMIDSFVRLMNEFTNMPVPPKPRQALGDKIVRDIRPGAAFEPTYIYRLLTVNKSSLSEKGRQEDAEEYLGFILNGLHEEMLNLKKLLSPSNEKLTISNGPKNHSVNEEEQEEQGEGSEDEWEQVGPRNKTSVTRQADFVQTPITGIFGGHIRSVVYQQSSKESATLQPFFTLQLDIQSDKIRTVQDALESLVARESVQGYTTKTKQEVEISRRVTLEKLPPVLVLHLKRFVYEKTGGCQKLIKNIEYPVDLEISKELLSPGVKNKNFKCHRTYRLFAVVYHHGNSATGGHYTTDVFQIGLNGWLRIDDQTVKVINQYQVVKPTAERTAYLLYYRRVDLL
# USP8 inh: human USP8 deubiquitinase inhibition | purified USP8, Ub-rhodamine cleavage fluorescence, 30 min | inhibition, % at 20 µM | 47,000 tested, 4.2% active | AID 1645853
# USP28 inh: human USP28 deubiquitinase inhibition | Q96RU2 | 47,000 tested, 3% active | inhibition, % at 25 µM | purified USP28, Ub-rhodamine cleavage fluorescence, 30 min
# USP30 block: human USP30 deubiquitinase inhibition; Q70CQ3; purified USP30, Ub-rhodamine cleavage fluorescence; inhibition, % at 25 µM; 47,000 tested, 5.3% active
# The depositor's hits bear a star; i = inactive; nt = not tested or not shown. Cut-off read from the data, not from the text of the source: active = inhibition above about 30%; inactive = the rest.
OTUD3 block | USP17 inh | UCHL1 inh | USP7 block | USP10 block | USP8 inh | USP28 inh | USP30 block | canonical_smiles
-9 | 13 | 1 | -133 | -5 | -14 | -1 | -20 | O=C(O)c1c(CNCCc2c[nH]c3ccccc23)c2ccccc2n1Cc1ccc(F)cc1
15 | 17 | 0 | 1 | 1 | 20 | 13 | 19 | CC1(C)CC(=O)N(CC(=O)N2CCCCC2)c2ccccc2S1(=O)=O
6 | 7 | -1 | 1 | -1 | 1 | -1 | -8 | CN(Cc1ccsc1)c1ccc(S(=O)(=O)Nc2ccccn2)cn1
16 | 11 | 1 | -7 | -2 | 21 | 13 | 19 | O=C(CC1CCCCC1)N1CCC[C@@H]1Cn1nnc(-c2cccnc2)n1
14 | 22 | 3 | 4 | 0 | 12 | 7 | 24 | O=C(NCc1ccccc1)N(Cc1ccc2c(c1)OCO2)Cc1cc2cc3c(cc2[nH]c1=O)OCCO3
-1 | nt | 0 | -1 | -2 | -1 | -34 | 2 | Cn1c(CN2CCOCC2)nnc1SCc1ccccc1Cl
-9 | -19 | 0 | 2 | -2 | 2 | -12 | -6 | COC(=O)C(C)Oc1ccc(-c2nccc(-c3ccccn3)n2)cc1 (stereo not drawn)
0 | 5 | 0 | 1 | 0 | 3 | -6 | 0 | NC(=Nc1nc2ccccc2c(=O)[nH]1)NC(=O)/C=C\C(=O)O
8 | -3 | -4 | 1 | 40* | 53* | -2 | 0 | O=C(CN1C(=O)c2cccc3cccc1c23)NCCSCc1ccc(Cl)c(Cl)c1
-18 | -36 | 1 | -3 | -3 | -3 | -9 | -57 | CC(C)CN1CCC[C@H]1c1nc(-c2ccc(F)cn2)no1
-35 | -24 | -13 | -10 | -2 | -33 | -43 | -128 | Cc1c(C(=O)NCC2(N3CCCCC3)CCCCC2)oc2c1ccc1ccccc12
8 | 15 | 9 | 8 | 8 | 7 | 6 | -4 | Cc1ccc(S(=O)(=O)c2cnc3ccccc3c2N2CCCC(C)C2)cc1 (stereo not drawn)
-6 | nt | 1 | 1 | 23 | 4 | 7 | 16 | O=C(CC1C(=O)Nc2nc(-c3ccc(Cl)cc3)nn21)Nc1ccc2c(c1)OCCO2 (stereo not drawn)
16 | 14 | 2 | 2 | 3 | 15 | 15 | 33* | COc1ccc(-c2noc(C3CCCN3C(=O)Nc3ccc(C)cc3C)n2)cc1 (stereo not drawn)
1 | 2 | 0 | 0 | -1 | -27 | 0 | -8 | C=CCOc1ccc(/C(O)=C2\C(=O)C(=O)N(CCN(C)C)C2c2cccc(Cl)c2)cc1 (stereo not drawn)
5 | 8 | 0 | -2 | 0 | 13 | 11 | 18 | Cn1nccc1C(=O)NC(C(=O)N1CCCc2ccccc21)c1ccccc1 (stereo not drawn)
-9 | -7 | 6 | 5 | 9 | 12 | -4 | -23 | CCOC(=O)C1(Cc2cc(-c3ccc(F)cc3)no2)CCN(Cc2cccc(O)c2)CC1
1 | nt | 1 | 5 | -1 | -92 | 4 | 12 | O=C(c1ccccn1)N1C[C@H](OCc2ccncc2)[C@H]2OCCC[C@H]21
2 | -11 | 1 | 4 | -2 | -37 | 6 | -9 | COc1cccc(NC2c3ccccc3C(=O)N2c2cccnc2)c1 (stereo not drawn)
8 | 2 | 1 | -14 | -1 | -2 | 1 | 19 | Cc1ccc(C(=O)c2cc3c(CO)cnc(C)c3oc2=O)cc1
6 | 0 | -1 | 2 | 0 | 13 | -4 | -2 | CCOc1ccc2nc(C(=O)N3CCN(C4CCCCC4)CC3)cn2n1
0 | 20 | -3 | -1 | -6 | 22 | -2 | -10 | CCN(Cc1ccc(OC)cc1)Cc1cc(=O)c2cc(Cl)ccc2[nH]1
-6 | 20 | -2 | -14 | -1 | -19 | -6 | 31* | O=C(COc1ccc(-c2ccccc2)cc1)N1CCN(C(=O)c2ccco2)CC1
-8 | -6 | -1 | 0 | 0 | -2 | nt | nt | COc1ccccc1-c1cc(C(=O)NCc2cnn3ccccc23)[nH]n1
13 | 13 | 4 | 11 | -2 | 24 | 0 | -17 | CCCOc1ccc(-c2csc3ncn(CCc4ccccc4)c(=O)c23)cc1

# Part of the list above with just USP10 block.
molecule,USP10 block
COc1ccc(-c2noc(C3CCCN3C(=O)Nc3ccc(C)cc3C)n2)cc1 (stereo not drawn),3
Cc1c(C(=O)NCC2(N3CCCCC3)CCCCC2)oc2c1ccc1ccccc12,-2

# New compounds follow.
OTUD3 block | USP17 inh | UCHL1 inh | USP7 block | USP10 block | USP8 inh | USP28 inh | USP30 block | canonical_smiles
-2 | -5 | -2 | -12 | -2 | -3 | -11 | -2 | COc1cccc(C2C3=C(CCCC3=O)Nc3nc4ccccc4n32)c1OC (stereo not drawn)
-4 | -37 | -2 | 0 | -9 | -134 | -8 | -39 | CCc1cnc(N2CCC3(CC2)OC(C(=O)NCc2ccccc2)Cn2ccnc23)nc1 (stereo not drawn)
-21 | -2 | -1 | -49 | 0 | 0 | -8 | 4 | CC(=O)NC(Cc1ccccc1)c1nc2ccccc2n1Cc1ccccc1F (stereo not drawn)
17 | 26 | 3 | 12 | 3 | 32* | 20 | 53* | Cc1nc(SCC(=O)Nc2cc(Cl)ccc2C)c2oc3ccccc3c2n1
-11 | -41 | 1 | -3 | 9 | -15 | -24 | -122 | CC(=O)Nc1ccc(S(=O)(=O)Nc2nc3ccccc3nc2NCc2ccc(Cl)cc2)cc1
-8 | -18 | -1 | 0 | -5 | -25 | -13 | -30 | COc1ccc(CN2CCCC23Cc2ccccc2CNC3=O)cc1OC (stereo not drawn)
6 | -2 | 8 | 7 | 4 | -5 | 14 | 85* | COc1ccc(-c2cc3nc(C)cc(Nc4ccc(F)cc4)n3n2)cc1OC
-5 | 28 | -1 | 2 | 1 | 4 | -11 | -7 | COc1ccc(CNC(=O)Cn2ccc3ccn(C)c3c2=O)cc1
-1 | -37 | 0 | -1 | -3 | -122 | -17 | -26 | CCNc1cc(N2CCCC(CCC(=O)NCc3ccccc3C)C2)ncn1 (stereo not drawn)
6 | -1 | 1 | 0 | -2 | 21 | 8 | -21 | Cc1nnc(-c2nnc(NCc3ccco3)c3ccccc23)o1
1 | 2 | 3 | 8 | -1 | 11 | 7 | 3 | COc1ccc(OC)c(CC2(NC(=O)c3ccccc3)N=C3C=C(C)C=CN3C2=O)c1 (stereo not drawn)
5 | 2 | 0 | 1 | -3 | 5 | 3 | 5 | O=C(Nc1ccccc1)N1CCN(Cc2nnnn2-c2ccc(F)c(F)c2)CC1
9 | 23 | 6 | -44 | 7 | 23 | 15 | -65 | CC(C)(CNC(=O)c1ccccc1)SCc1ccc(Cl)cc1
4 | 5 | 4 | 5 | 1 | 14 | 12 | 7 | O=C1CCSc2c1cccc2C(=O)Nc1cccc(C(F)(F)F)c1
-10 | -55 | -36 | -35 | -6 | -45 | -14 | -103 | CCOc1ccccc1NC(=O)Cn1c(=O)n(CCc2ccccc2)c(=O)c2c3c(sc21)CN(C(C)=O)CC3
13 | 32* | 0 | 1 | 5 | 18 | 17 | 39* | COc1cccc(NC(=O)CC2Sc3ccccc3NC2=O)c1 (stereo not drawn)
6 | -17 | 3 | 2 | 1 | -60 | 8 | -10 | Cc1cnc(C(=O)N2CCC3(CC2)CCN(c2cnn(C)c2)C3=O)cn1
-8 | -28 | 8 | -14 | -6 | 16 | -14 | -172 | O=C1C[C@@H]2O[C@H](CNC(=O)[C@@H]3CN(CCN3C(=O)C3CCOCC3)C(=O)[C@@H]3C[C@@H](CN3CC3CCCCC3)N1)[C@@H](O)[C@H]2O
10 | 16 | 3 | 0 | 1 | 37* | 22 | 10 | COc1cc2c(cc1OC)CC(=O)N(Cc1c(F)cccc1Cl)C=C2
2 | -10 | 1 | 0 | -8 | -74 | 0 | 15 | CCc1nnc2c(N3CCN(C4CCCCC4)CC3)nc3ccccc3n12
-110 | -139 | -52 | -49 | -4 | -80 | -161 | i | Cn1c(CCNC(=O)Cc2ccc(F)cc2)nc2cccnc21
-7 | 11 | -4 | -5 | -1 | 5 | -10 | -21 | CCn1cnc2cc(NCc3ccc(OC)cc3OC)ccc21
0 | 1 | 0 | 0 | 1 | 15 | 6 | 19 | Cc1cc(Nc2ccc(C)c(C)c2)n2nc(C)nc2n1
-6 | -8 | -5 | -1 | -1 | -4 | -11 | -15 | COc1ccc(S(=O)(=O)NC2(C(F)(F)F)C(=O)NC(C)=C2C#N)cc1 (stereo not drawn)
9 | 4 | -2 | 5 | 2 | -3 | -7 | 7 | CCOc1ccc2oc(C)c(C(=O)Nc3ccccc3CC)c2c1

# Whole records as entered above. Order of screens: OTUD3 block, USP17 inh, UCHL1 inh, USP7 block, USP10 block, USP8 inh, USP28 inh, USP30 block
# COc1cc2c(cc1OC)CC(=O)N(Cc1c(F)cccc1Cl)C=C2 is listed with 10, 16, 3, 0, 1, 37*, 22, 10
# Cc1cnc(C(=O)N2CCC3(CC2)CCN(c2cnn(C)c2)C3=O)cn1 is listed with 6, -17, 3, 2, 1, -60, 8, -10
# O=C(Nc1ccccc1)N1CCN(Cc2nnnn2-c2ccc(F)c(F)c2)CC1 is listed with 5, 2, 0, 1, -3, 5, 3, 5

# With a hit mark in USP8 inh (from the list above):
OTUD3 block | USP17 inh | UCHL1 inh | USP7 block | USP10 block | USP8 inh | USP28 inh | USP30 block | canonical_smiles
8 | -3 | -4 | 1 | 40* | 53* | -2 | 0 | O=C(CN1C(=O)c2cccc3cccc1c23)NCCSCc1ccc(Cl)c(Cl)c1
17 | 26 | 3 | 12 | 3 | 32* | 20 | 53* | Cc1nc(SCC(=O)Nc2cc(Cl)ccc2C)c2oc3ccccc3c2n1
10 | 16 | 3 | 0 | 1 | 37* | 22 | 10 | COc1cc2c(cc1OC)CC(=O)N(Cc1c(F)cccc1Cl)C=C2

# Returning to the listing with the 5 entries that preceded the break.
OTUD3 block | USP17 inh | UCHL1 inh | USP7 block | USP10 block | USP8 inh | USP28 inh | USP30 block | canonical_smiles
-110 | -139 | -52 | -49 | -4 | -80 | -161 | i | Cn1c(CCNC(=O)Cc2ccc(F)cc2)nc2cccnc21
-7 | 11 | -4 | -5 | -1 | 5 | -10 | -21 | CCn1cnc2cc(NCc3ccc(OC)cc3OC)ccc21
0 | 1 | 0 | 0 | 1 | 15 | 6 | 19 | Cc1cc(Nc2ccc(C)c(C)c2)n2nc(C)nc2n1
-6 | -8 | -5 | -1 | -1 | -4 | -11 | -15 | COc1ccc(S(=O)(=O)NC2(C(F)(F)F)C(=O)NC(C)=C2C#N)cc1 (stereo not drawn)
9 | 4 | -2 | 5 | 2 | -3 | -7 | 7 | CCOc1ccc2oc(C)c(C(=O)Nc3ccccc3CC)c2c1
10 | -26 | -2 | -3 | -7 | -200 | 5 | -1 | CCNc1cc(N2CCCC(CCC(=O)NCc3ccc4c(c3)OCO4)C2)ncn1 (stereo not drawn)
12 | 17 | 5 | 4 | 18 | 31* | 4 | 40* | CCn1c(SCC(=O)Nc2ccc(C)c(Cl)c2)nnc1-c1ccc2c(c1)OCCO2
11 | -7 | 1 | 3 | 0 | -140 | 18 | 26 | CCc1cnc(N2CCC3(CC2)CCN(c2cccnc2)C3=O)nc1
-1 | -1 | 1 | -1 | 2 | -3 | -5 | 7 | CC(C)C(=O)N1c2ncnn2C(c2ccc(Cl)cc2)CC1c1ccccc1 (stereo not drawn)
8 | 0 | 2 | 4 | -1 | 17 | 0 | -3 | CC1CC(=O)NCCN1c1nc(C(F)(F)F)nc2ccccc12 (stereo not drawn)
-1 | 8 | 2 | -3 | 1 | -86 | 0 | 10 | O=c1c2cnc(N3CCCC3)nc2ccn1-c1ccc([N+](=O)[O-])cc1

# The order is random; any-hit rate near 14%.
